A3G deaminase: APOBEC3G DNA deaminase inhibitors, primary screen, biochemical, fluorescence, single-stranded DNA substrate, uHTS; DNA dC->dU-editing enzyme APOBEC-3G (Homo sapiens), Q9HC16; recombinant A3G, ssDNA deamination FAM/TAMRA fluorescence; inhibition, % at 20 µM; 0.28% of 330,000 active; AID 493012, 2011;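 active means inhibition of at least 40% at 20 µM, with no more than 30% in the related APOBEC3A deaminase screen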;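 further: plate controls were DMSO wells with A3G for no effect and wells lacking A3G enzyme for full effect; some compounds called inactive have numbers as strong as hits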
mIAP inh: inhibitors of mouse IAP, primary screen, biochemical, luminescence, uHTS | purified mouse IAP, CDP-Star luminescence, 30 min | inhibition, % at 10 µM | 0.2% of 330,000 active;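 active means inhibition of at least 40% at 10 µM in the primary screen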;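 further: plate controls were DMSO with enzyme for no effect and no enzyme wells for full effect; values of inactives mirror those of a sister screen read the other way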
SENP1 inh: human SENP1 catalytic domain inhibitors, primary screen, biochemical, FRET, uHTS. recombinant SENP1 catalytic domain, CyPet-SUMO1-YPet FRET cleavage. inhibition, % at 10 µM. 0.21% of 360,000 active. AID 624204, 2012;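 active means inhibition at least 30% at 10 µM, raw YFP signal under a set limit, fluorescence ratio 0.5 to 1.5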;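 further: 0% = enzyme with DMSO and 100% = no enzyme wells; some results filed as inactive read as strong as hits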
Target sequence (Q9P0U3 419-644 limits assumed): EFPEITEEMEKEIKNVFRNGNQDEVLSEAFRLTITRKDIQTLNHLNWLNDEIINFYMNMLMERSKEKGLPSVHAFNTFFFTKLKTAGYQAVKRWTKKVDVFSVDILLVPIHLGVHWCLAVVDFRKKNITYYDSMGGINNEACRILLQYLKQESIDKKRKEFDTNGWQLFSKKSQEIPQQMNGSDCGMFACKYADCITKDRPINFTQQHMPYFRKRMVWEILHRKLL
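Controls: no-enzyme wells low, DMSO-plus-enzyme wells high control. Test system: human recombinant His6-tagged SENP1 catalytic domain enzyme. Reagent: SFCypet-SUMO1-SFYpet FRET protein substrate, 25 nM final. Doses: one dose per compound, 10 µM, 0.5% DMSO. Detection: FRET, CFP and YFP emission. Timing: 50 min reaction at room temperature.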
hIAP activ: human IAP activators, primary screen, biochemical, luminescence, uHTS; Intestinal-type alkaline phosphatase (Homo sapiens), P09923; purified human IAP, CDP-Star luminescence, 30 min; hits give high values; 1 = vehicle-only enzyme, 0 = enzyme-free background; activation factor at 10 µM; 0.16% of 330,000 active; AID 2524, 2010;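 active means activation factor of the enzyme at least 2-fold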; further: the source names both 10 and 20 µM as test concentration; values of inactives mirror those of a sister screen read the other way
Target sequence (P09923 whole entry, looked up): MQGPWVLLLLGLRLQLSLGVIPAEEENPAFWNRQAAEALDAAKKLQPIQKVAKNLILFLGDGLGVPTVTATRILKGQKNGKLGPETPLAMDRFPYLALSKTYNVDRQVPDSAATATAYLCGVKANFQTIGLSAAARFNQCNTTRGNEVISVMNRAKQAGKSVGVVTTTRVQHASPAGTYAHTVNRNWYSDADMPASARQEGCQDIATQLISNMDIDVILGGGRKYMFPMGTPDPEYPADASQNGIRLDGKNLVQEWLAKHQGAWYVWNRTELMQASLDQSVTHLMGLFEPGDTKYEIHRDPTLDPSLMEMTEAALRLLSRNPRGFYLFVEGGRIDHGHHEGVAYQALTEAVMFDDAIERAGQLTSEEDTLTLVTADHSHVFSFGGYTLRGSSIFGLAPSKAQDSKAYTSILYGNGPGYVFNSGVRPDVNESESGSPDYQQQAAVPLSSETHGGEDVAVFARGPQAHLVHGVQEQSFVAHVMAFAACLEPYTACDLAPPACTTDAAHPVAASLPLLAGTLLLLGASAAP
mIAP act: activators of mouse IAP, primary screen, biochemical, luminescence, uHTS | intestinal alkaline phosphatase [Mus musculus] | muIAP, CDP-Star luminescence, 30 min; hits give high values; 1 = vehicle-only enzyme signal, 0 = enzyme-free wells | activation factor at 10 µM | 0.24% of 330,000 active;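 active means activation factor of at least 2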; further: the source names both 10 and 20 µM as test concentration; values of inactives mirror those of a sister screen read the other way
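Assay system: mouse IAP enzyme; Reagent: CDP-Star chemiluminescent phosphatase substrate; Compound: DMSO-dissolved test compounds; Incubation: 30 min, room temperature; Technique: luminescence from enzymatic CDP-Star hydrolysis; Controls: DMSO-only wells and no-enzyme negative control.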
beta cell repl: inducers of MIN6 beta-cell proliferation, primary screen, ATP luminescence, uHTS; MIN6 cells proliferation, ATPlite luminescence, 48 h; cells starved in 0.2% serum; 100% = growth in 10% serum; proliferation, % at 10 µM; 0.29% of 330,000 active; AID 2380, 2010;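 active means compounds whose signal lies at least 3.5 SD above the mean of all wells on their plate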;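 further: 0% = DMSO-treated cells in low-serum medium and 100% = 10% serum control; some compounds called inactive have numbers as strong as hits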
APOBEC3A inh: APOBEC3A ssDNA deaminase inhibitors, primary screen, selectivity assay for APOBEC3G inhibitor project, biochemical, FAM/TAMRA oligo cleavage fluorescence; 0.41% of 330,000 active; DNA dC->dU-editing enzyme APOBEC-3A (Homo sapiens), P31941; AID 493011, 2011; recombinant A3A, FAM/TAMRA ssDNA deamination fluorescence; inhibition, % at 20 µM;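 active means at least 40% inhibition at 20 µM here, with at most 30% in a related deaminase screen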;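 further: plate controls were A3A with DMSO for no effect and wells lacking A3A enzyme for full effect; some results filed as inactive read as strong as hits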
Target sequence (P31941 whole entry, looked up): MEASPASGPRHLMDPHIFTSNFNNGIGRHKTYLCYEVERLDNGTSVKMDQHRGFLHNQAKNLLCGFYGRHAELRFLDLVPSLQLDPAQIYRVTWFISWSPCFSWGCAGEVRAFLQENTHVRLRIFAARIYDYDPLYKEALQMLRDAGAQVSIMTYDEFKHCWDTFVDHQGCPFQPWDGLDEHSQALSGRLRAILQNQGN
NALP3 yeast inh: NALP3 inflammasome inhibitors in reconstituted yeast, primary screen, luminescence, uHTS. Yeast reconstituted NLRP3/ASC/caspase-1, beta-gal luminescence, 24 h. inhibition, % at 10 µM. 0.39% of 330,000 active;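 active means inhibition of 50% or more; inactive means inhibition below 50%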;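 further: plate controls were induced DMSO wells for no effect and uninduced yeast grown without galactose for full effect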
hIAP block: human IAP inhibitors, primary screen, biochemical, luminescence, uHTS. 0.12% of 330,000 active. AID 2544, 2010. inhibition, % at 10 µM. purified IAP, CDP-Star luminescence, 30 min;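 active means inhibition reaching a set limit with compound at 10 µM in the primary screen, cut at about 35% in these data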;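 further: plate controls were DMSO wells with enzyme for no effect and no-enzyme buffer wells for full effect; values of inactives mirror those of a sister screen read the other way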
Active calls of the source: *; . = no result given; & = joins results of further samples. An excerpt; the hit share may differ from the screen's.

SMILES | A3G deaminase | mIAP inh | SENP1 inh | hIAP activ | mIAP act | beta cell repl | APOBEC3A inh | NALP3 yeast inh | hIAP block
CC(C)(C)/C(O)=C/c1nc2cc(Cl)ccc2oc1=O | -3 | 3 | 4 | 0.94 | 0.97 | -3 | -6 | 8 | 6
COC(=O)c1ccccc1NC(=O)CC(=O)Nc1ccccc1C(=O)OC | -8 | 6 | 0 | 0.97 | 0.94 | -6 | -1 | 23 | 3
O=C(Nc1nc2c(Br)cc(Br)cc2c(=O)s1)c1ccco1 | -3 | 14 | 2 | 0.92 | 0.86 | -5 | 0 | 13 | 8
COc1cc(Cl)c(C)cc1NC(=O)CN1C(=O)C2CCCCC2C1=O (configuration not stated) | -9 | 4 | 0 | 0.96 | 0.96 | -5 | 3 | 16 | 4
CC(NC(=O)c1ccco1)c1ccc2c(c1)OCCO2 (configuration not stated) | 9 | 5 | 0 | 1 | 0.95 | -2 | -3 | 14 | -2
C[C@H](CO)N1C[C@H](C)[C@@H](CN(C)S(=O)(=O)c2ccc(F)cc2)Oc2c(NC(=O)Nc3ccc(C(F)(F)F)cc3)cccc2C1=O | -5 | -77 | 1 | 1.1 | 1.8 | -6 | -2 | 19 | -10
O=C(CNC(=O)c1cc(Cl)nc2ccccc12)Nc1ccccc1Br | -9 | 7 | 0 | 0.97 | 0.93 | -1 | -5 | -12 | 3
COc1ccc(NC(=O)Nc2ccc(F)cc2F)c(C)c1 | -1 | -6 | 1 | 0.92 | 1.1 | 1 | -1 | 8 | 8
COc1cccc(NC(=S)N2C3CCCC2CC(NC(=O)C2CC2)C3)c1 (configuration not stated) | -5 | 2 | 3 | 1 | 0.98 | 1 | -9 | 22 | -4
C=CCN(CC=C)C(=O)C1CCN(S(=O)(=O)c2ccc(-n3cnnn3)cc2)CC1 | -4 | 14 | -1 | 0.92 | 0.86 | 2 | 0 | 5 | 8
Cc1ccc2nc(C)c(C(=O)N/N=C/c3cccs3)cc2c1 | -8 | 2 | 0 | 0.91 | 0.98 | 3 | -1 | -7 | 9
NC(=O)c1ccc(-n2nnnc2SCC(=O)Nc2ccc(F)cc2)cc1 | -9 | 5 | 2 | 1.1 | 0.95 | 0 | -3 | 12 | -9
O=C(CSc1nnc(CNC(=O)c2ccc(F)cc2)o1)c1ccccc1 | 1 | -15 | 3 | 1.1 | 1.2 | -1 | -2 | 6 | -13
N#Cc1ccc(-c2cccnc2)nc1SCC(N)=O | -5 | 3 | 1 | 1.1 | 0.97 | 2 | -4 | 23 | -14
COCCN1Cc2cccc(C(=O)Nc3cc(C)cc(C)c3)c2C1=O | 1 | 13 | -1 | 1 | 0.87 | 0 | 3 | 29 | 0
O=C(CSc1c2c(nc3ccccc13)CCC2)N1CCCC1 | -3 | 3 | -3 | 0.99 | 0.97 | 2 | 0 | 19 | 1
Cc1nn(-c2ccccc2)nc1CNC(=O)C1CCC1 | 35 | 2 | 0 | 0.88 | 0.98 | -1 | 1 | 12 | 12
CC1Oc2ccccc2N(Cc2cccc(F)c2)C1=O (configuration not stated) | -7 | -5 | -2 | 0.83 | 1 | 0 | -4 | -18 | 17
O=C(CCn1c(=S)oc2ccccc21)NC1CCCCCCC1 | 2 | -10 | 0 | 1.2 | 1.1 | -2 | 1 | -18 | -24
Fc1ccc(CNCc2ccc(Br)cc2)cc1 | -4 | 3 | 0 | 0.97 | 0.97 | 5.1* | 0 | 20 | 3
N#Cc1ccccc1NCC(=O)N1CCN(S(=O)(=O)c2ccccc2)CC1 | -3 | -17 | 1 | 0.96 | 1.2 | 1 | 18 | 3 | 4
COc1ccc(C(=O)C2CCN(CC(=O)Nc3cc(C)cc(C)c3)CC2)cc1 | -1 | -8 | 0 | 1.1 | 1.1 | -3 | -2 | 12 | -8
CC/C(C)=N/NC(=S)NCc1ccco1 | -8 | 9 | 2 | 0.98 | 0.91 | 1 | -3 | 20 | 2
N#CCc1c(C#N)c(N)nc(N2CCN(S(=O)(=O)c3ccccc3)CC2)c1C#N | -1 | 5 | -10 | 1.1 | 0.95 | -2 | 12 | 11 | -10
COC(=O)C1=C(C)N(Cc2ccco2)C(=O)N[C@H]1c1cccc(C(F)(F)F)c1 | -3 | 0 | . | 1.2 | 1 | -5 | 4 | 4 | -19
COc1ccc(N(C)S(=O)(=O)c2cccc(C(=O)NCc3ccc4c(c3)OCO4)c2)cc1 | -5 | 11 | 3 | 1.1 | 0.89 | -3 | 1 | 18 | -7
C/C(O)=C(\C#N)c1nc2ccccc2[nH]1 | -2 | 5 | -10 | 1 | 0.95 | -4 | -15 | 4 | -4
O=C(CSc1nnc2c3ccccc3c3ccccc3c2n1)Nc1ccccc1F | 8 | 17 | 5 | 0.76 | 0.83 | -7 | 4 | 14 | 24
CC(=O)N1CCN(c2ccccc2NC(=S)NC(=O)c2cc3ccccc3o2)CC1 | -7 | 7 | 2 | 0.73 | 0.93 | 0 | -6 | 2 | 27
C#CCOCCOCCOCCNc1nc(N2CCN(C(=O)[C@H]([C@@H](C)CC)n3cc(CCCN=C(N)N)nn3)CC2)nc(N2CCN(C(=O)[C@H](CCCCN)n3cc(CCC(=O)O)nn3)CC2)n1 | -1 | -5 | 0 | 1.2 | 1.1 | -9 | -4 | 12 | -22
O=C(O)c1ccc(NC(CSCc2ccc(F)cc2)C(=O)O)c([N+](=O)[O-])c1 (configuration not stated) | -2 | -7 | 3 | 1.3 | 1.1 | -2 | -5 | 1 | -30
CCOC(=O)CNC(=O)c1sc2nc(C)cc(C)c2c1N | -5 | 8 | -16 | 1 | 0.92 | -2 | -3 | 15 | -3
CCCCN(C)C(=O)C1CCN(c2ccc(S(=O)(=O)N3CCOCC3)cc2[N+](=O)[O-])CC1 | -2 | 2 | 2 | 0.87 | 0.98 | -2 | -2 | 14 | 13
O=C(NCc1ccc(S(=O)(=O)Nc2ccccc2Cl)s1)c1ccccc1 | 1 | 7 | -1 | 0.89 | 0.93 | -3 | 1 | 23 | 11
Cc1ccc(OCC(=O)N(Cc2nnc(-c3ccccc3Cl)o2)C2CC2)cc1C | -8 | -9 | -8 | 1.1 | 1.1 | -1 | -4 | -3 | -14
O=C(NNC(=O)c1ccc(Cl)nc1)c1ccc(Br)cc1 | -7 | 5 | 1 | 1.1 | 0.95 | -1 | 3 | 14 | -12
O=C1c2ccccc2/C(=C\c2ccc(Br)s2)N1c1ccccc1 | -6 | 12 | -26 | 0.98 | 0.88 | -5 | -1 | 18 | 2
O=C(NC1CCN(Cc2ccccc2)CC1)c1c(F)cccc1F | -2 | -3 | 0 | 0.93 | 1 | 1 | -2 | 12 | 7
COc1ccc(NC(=O)c2cc(-c3cc(OC)c(OC)c(OC)c3)nc3ccccc23)cc1OC | -1 | -6 | 5 | 1.1 | 1.1 | -1 | -3 | -10 | -8
CCCC[C@@H]1CN=C(N)N1CCc1cc(C(F)(F)F)cc(C(F)(F)F)c1 | -6 | 1 | -1 | 1.1 | 0.99 | -8 | 2 | -9 | -6

Shown with two lines to a compound: part of the list above.
Below each SMILES – A3G deaminase	mIAP inh	SENP1 inh	hIAP activ	mIAP act	beta cell repl	APOBEC3A inh	NALP3 yeast inh	hIAP block
- O=C(NC1CCN(Cc2ccccc2)CC1)c1c(F)cccc1F
  -2	-3	0	0.93	1	1	-2	12	7
- O=C(CSc1nnc2c3ccccc3c3ccccc3c2n1)Nc1ccccc1F
  8	17	5	0.76	0.83	-7	4	14	24
- O=C(NCc1ccc(S(=O)(=O)Nc2ccccc2Cl)s1)c1ccccc1
  1	7	-1	0.89	0.93	-3	1	23	11
- CC/C(C)=N/NC(=S)NCc1ccco1
  -8	9	2	0.98	0.91	1	-3	20	2
- COc1ccc(NC(=O)c2cc(-c3cc(OC)c(OC)c(OC)c3)nc3ccccc23)cc1OC
  -1	-6	5	1.1	1.1	-1	-3	-10	-8
- CCOC(=O)CNC(=O)c1sc2nc(C)cc(C)c2c1N
  -5	8	-16	1	0.92	-2	-3	15	-3

(continued)
SMILES | A3G deaminase | mIAP inh | SENP1 inh | hIAP activ | mIAP act | beta cell repl | APOBEC3A inh | NALP3 yeast inh | hIAP block
CN1CCC2(CC1)C1CN(C)CC=C1C(C#N)=C(N)C2(C#N)C#N (configuration not stated) | -5&-8 | 5&9 | -31&-25 | 1.1&1.2 | 0.95&0.91 | -3&-2 | 0&-4 | 5&-12 | -11&-24
CCOC(=O)c1cnn(-c2ccccc2)c1NC(=O)c1cccs1 | -9 | -5 | 3 | 1.1 | 1 | 0 | -9 | -7 | -14
COC(=O)c1c(N2C(=O)CCC2=O)sc2c1CCCC2 | -1 | 20 | 1 | 0.9 | 0.8 | 4 | -3 | 9 | 10
CCCCNc1cc(C)nc(N2CCOCC2)n1 | -7 | 4 | -12 | 1.2 | 0.96 | 1 | -4 | 1 | -16
C[C@H](NC(=O)NCc1cccs1)C(=O)O | 1 | 8 | -2 | 0.95 | 0.92 | 3 | 0 | 5 | 5
COc1ccc(Cn2c(=O)oc3ccc(C)cc32)cc1 | -10 | 0 | 1 | 0.85 | 1 | -3 | -6 | 30 | 14
c1ccc(OCC2CCNCC2)nc1 | -10 | 2 | -1 | 0.93 | 0.98 | -3 | -4 | 4 | 7
Cc1nnc(CN(C)C(=O)CC2C(=O)NCCN2Cc2ccccc2C)o1 (configuration not stated) | -6 | 1 | -5 | 1.3 | 0.99 | -1 | -5 | 7 | -27
CCCN1C(=O)c2[nH]nc(-c3cc(Cl)c(C)cc3O)c2C1c1ccc(O)c(OC)c1 (configuration not stated) | -1 | 6 | 3 | 1.7 | 0.94 | -2 | 4 | -10 | -72
COc1ccc(CCNC(=O)CSCc2ccc(Br)cc2)cc1OC | -7 | -2 | 1 | 0.93 | 1 | 2 | -7 | 1 | 7
O=C(CN1C(=O)C(=O)N(C2CCCC2)C1=O)NCCc1ccc(F)cc1 | -6 | -5 | -2 | 0.94 | 1.1 | -3 | -1 | -1 | 6
CC(C)(C)C(=O)CCN1C(=O)C2(OCCO2)c2ccccc21 | -2 | -2 | 2 | 0.95 | 1 | 1 | 0 | 10 | 5
O=C(N/N=C/c1cc([N+](=O)[O-])ccc1O)C1CCCCC1 | -9 | 13 | 1 | 1.2 | 0.87 | 7 | -5 | 25 | -18
OCCNC(=S)Nc1cc(Cl)cc(Cl)c1 | -3 | -20 | 1 | 0.94 | 1.2 | -5 | -3 | -6 | 6

From PubChem BioAssay
